Screening data deposited in PubChem by several laboratories.
NS5 inhibitors – flavivirus cap methylation enzyme inhibition – biochemical, confirmation dose response, primary screen (AID 588689) | one-dose inhibition, % at 25 µM; IC50 in µM for titrated hits | hit rate 0.3% among 340,000 | Dengue-2 NS5 methyltransferase capping enzyme assay, biochemical; higher % means a stronger effect; in the data active = a potency from the dose series
SV40 large T antigen – SV40 large T antigen inhibitors, biochemical (AID 1903) | SV40 large T antigen ATPase/helicase inhibition assay; higher % means a stronger effect | inhibition, % at 20 µM, or IC50 in µM where a hit was titrated | hit rate 0.39% among 310,000; in the data active = a potency from the dose series; also: strong numbers were not always called active
AID2073 – disruptors of CaV2.2 binding to Mint1 – biochemical, HTRF (AID 2073) | HTRF protein-protein interaction, Mint1-CaV2.2; higher % means a stronger effect | inhibition, % at 20 µM, or IC50 in µM where a hit was titrated | hit rate 0.19% among 290,000; in the data active = inhibition mostly above about 51%, no sharp cut-off; also: some results filed as inactive read as strong as hits
UTI89 phage lysis – inhibition of K1F phage lysis, E. coli UTI89, bacterial capsule biogenesis inhibitors, alamar blue (AID 488966) | E. coli UTI89 K1F phage lysis, alamar blue, 2 h; higher % means a stronger effect | one-dose inhibition, % at 100 µM; IC50 in µM for titrated hits | hit rate 0.02% among 340,000;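 active = phage lysis inhibition, versus mean bacterial control, above a set limit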;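 also: capsule biogenesis inhibitors block K1F phage lysis so surviving cells raise fluorescence; higher fluorescence means more inhibition of phage lysis; actives were called in the ten point dose series up to 300 µM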
MgcRacGAP inhibition – MgcRacGAP GTPase-activating activity inhibitors, confirmation, biochemical, ADP Hunter fluorescence; AID 624330; MgcRacGAP-stimulated Rac1 GTP hydrolysis, ADP Hunter fluorescence; higher % means a stronger effect; GST-tagged Rac1 F28L mutant substrate; hit rate 0.6% among 340,000; inhibition, % at 30 µM, or IC50 in µM where a hit was titrated;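 active = first-screen hits whose inhibition reached a set limit at any dose in the follow-up dose series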;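 also: fluorescence reports GDP produced by GAP-driven GTP hydrolysis; strong numbers were not always called active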
Siah-1 displacement – blockers of Siah-1 interaction with plectin peptide – biochemical, fluorescence polarization, rhodamine-plectin, uHTS, primary screen (AID 1817) | Siah-1 / rhodamine-plectin peptide fluorescence polarization; higher % means a stronger effect | one-dose displacement, % at 20 µM; IC50 in µM for titrated hits | hit rate 0.02% among 290,000;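 active = displacement of at least 50% at 20 µM, with a fluorescence ratio check between 0.3 and a set limit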;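 also: plate controls were Siah plus tracer with DMSO for no effect and tracer alone without Siah for full effect; strong numbers were not always called active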
West Nile antiviral – West Nile virus antiviral activity, cell-based, CPE readout (AID 1621); West Nile virus-infected cells, CPE inhibition; higher % means a stronger effect; one-dose CPE inhibition, % at 10 µM; IC50 in µM for titrated hits; hit rate 0.02% among 290,000; in the data active = a potency from the dose series; also: strong numbers were not always called active
RSV CPE inhibition – RSV antiviral activity via CPE protection, HEp-2 cells, primary 10 µM value included (AID 2391); HEp-2 cells, RSV-induced CPE inhibition; higher % means a stronger effect; CPE inhibition, % at 10 µM; hits with a dose series show IC50 in µM; hit rate 0.13% among 310,000; in the data active = a potency from the dose series; also: strong numbers were not always called active
NTR1 agonist – agonists of NTR1, primary screen, imaging, U2OS cells, beta-arrestin-GFP, high content (AID 493036); NTR1-U2OS beta-arrestin-GFP spot imaging, agonist mode; activation, % at 20 µM; hit rate 0.17% among 330,000;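 active = activation at or above 40% of the spot to cytoplasm intensity ratio, with at least 20 cells analyzed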;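 also: 0% = DMSO without peptide and 100% = 100 nM NTR1 peptide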
Target sequence (P30989 whole entry, looked up): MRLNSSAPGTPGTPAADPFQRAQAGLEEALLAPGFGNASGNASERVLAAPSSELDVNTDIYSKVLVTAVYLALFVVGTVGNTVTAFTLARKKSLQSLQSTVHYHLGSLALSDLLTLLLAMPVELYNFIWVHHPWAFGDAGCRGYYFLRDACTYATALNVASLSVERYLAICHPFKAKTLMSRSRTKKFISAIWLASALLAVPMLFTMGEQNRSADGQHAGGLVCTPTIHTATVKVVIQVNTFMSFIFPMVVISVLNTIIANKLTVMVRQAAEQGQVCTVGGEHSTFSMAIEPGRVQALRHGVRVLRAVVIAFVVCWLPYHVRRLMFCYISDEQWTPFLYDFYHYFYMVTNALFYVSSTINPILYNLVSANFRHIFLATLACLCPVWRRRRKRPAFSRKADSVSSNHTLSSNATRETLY
NTR1 agonist cell count 20 µM – recorded beside NTR1 agonist, whose call it bears; cell count; measured here: cell count, cytotoxicity flag
NS5 inhibitors pilot replicate – further read-out of NS5 inhibitors, marked with its call; inhibition, %; measured here: pilot screen replicate inhibition
* = called active by the depositor; x = not tested or not shown; [ ] = remark or other dose.

SMILES | NS5 inhibitors | SV40 large T antigen | AID2073 | UTI89 phage lysis | MgcRacGAP inhibition | Siah-1 displacement | West Nile antiviral | RSV CPE inhibition | NTR1 agonist | NTR1 agonist cell count 20 µM | others
NC(=O)C1CCN(C(=O)CCSCc2ccccc2)CC1 | -1.3% | 2.4% | 6.2% | 0.1% | 14.7% | -2.3% | -0.5% | 0.7% | -0.7 | 52 | NS5 inhibitors pilot replicate=-1.2
CN(C)c1ccc(C2SCCN2C(=O)c2ccc([N+](=O)[O-])cc2)cc1 (stereo unspecified) | 1.5% | 3.6% | 0.4% | 4.6% | 8.0% | 4.1% | 0.0% | 2.6% | -1.0 | 53
NC(=O)C1CCN(C(=O)CSCc2ccccc2Cl)CC1 | 0.0% | 1.8% | -3.5% | -1.1% | 2.2% | 0.0% | 0.1% | 1.0% | 14.4 | 72
Cn1cc(/C=C(\NC(=O)c2ccccc2Cl)C(=O)N2CCOCC2)c2ccccc21 | -12.8% | 7.2% | -0.7% | 0.3% | 7.3% | -4.2% | 0.1% | 3.2% | -0.1 | 70
COc1cc(OC)cc(C(=O)OCC(=O)Nc2ccc(N3CCCCC3)cc2)c1 | -4.8% | 2.4% | 13.4% | 0.6% | 7.9% | 3.6% | 0.4% | 1.3% | -2.1 | 60
COCCNC(=S)NNc1ccccc1[N+](=O)[O-] | 0.7% | 19.1% | -0.9% | -1.2% | 5.8% | -5.5% | 0.7% | 0.9% | 1.1 | 94
CC1CN(c2ccc([N+](=O)[O-])nc2)CC(C)O1 (stereo unspecified) | -4.7% | 5.9% | -2.5% | -0.2% | 5.9% | 1.7% | 0.0% | 6.2% | -0.7 | 27
COc1ccc(C(C#N)Nc2ccccc2)cc1 (stereo unspecified) | x | 1.7% | 4.4% | x | x | -3.5% | 0.1% | -1.0% | -0.7 | 86
O=C(NCc1ccccc1)C1CCCN(c2nc3ccsc3c(=O)s2)C1 (stereo unspecified) | -11.6% | 11.3% | 8.6% | 0.0% | 12.0% | -3.6% | -0.7% | 0.0% | 3.8 | 62
COc1cc2c(OC)cccc2cc1C(=O)O | 2.0% | 2.9% | 33.6% | 0.9% | 5.6% | -4.6% | 0.7% | 2.7% | -0.5 | 53
CCOC(=O)C1CCCN(Cc2nc(C3CC3)no2)C1 (stereo unspecified) | 1.7% | 10.2% | 3.3% | 0.1% | -2.3% | -1.2% | 0.0% | -0.1% | -2.1 | 55
O=C(O)c1cnn2c(C(F)F)cc(C3CC3)nc12 | -1.0% | 2.6% | 3.9% | -0.6%[50 µM] | 2.3% | -1.8% | -0.1% | -0.3% | -0.5 | 63
Cc1cc(C)n(C(=O)CNC(=O)c2ccc(Cl)cc2Cl)n1 | 2.7% | 3.4% | 2.8% | 0.2% | 3.8% | 3.6% | 0.4% | 0.9% | -0.2 | 42
CCC(=O)Nc1ccc(C(=O)Cn2ncc(Cl)c(Cl)c2=O)cc1 | -14.5% | 1.6% | 48.2% | -0.8%[50 µM] | 15.4% | 12.6% | -1.8% | -0.3% | 10.0 | 51
c1ccc2c(c1)OCC(CNCC1COc3ccccc3O1)O2 (stereo unspecified) | 2.4% | 3.8% | -2.2% | 0.4% | 12.0% | 0.6% | -0.6% | 0.6% | -0.6 | 49
Cc1ccc(CC2C(=O)N(c3ncccn3)C(=O)C2C)cc1 (stereo unspecified) | -2.8% | 0.4% | -0.6% | 0.2% | 3.6% | 2.1% | 0.1% | 1.9% | 1.8 | 42
Cc1ccccc1C1NC(=S)NC2=C1C(=O)CCC2 (stereo unspecified) | -0.8% | 3.6% | -5.7% | 0.5% | 4.1% | 8.9% | -0.1% | 0.9% | 1.8 | 76
Cc1cc(NC(=O)c2cc(Cl)ccc2Cl)no1 | -3.5% | 4.3% | -7.9% | -0.1% | 8.2% | -0.2% | -0.4% | -0.3% | 0.4 | 51
Fc1cccc(Cl)c1CSc1ccc(-c2ccco2)nn1 | -0.8% | 10.1% | 26.0% | 0.1% | 10.4% | 27.4% | -1.1% | 14.1% | 0.7 | 58
COCCn1c(SCC(=O)N2CCc3ccccc32)nc2c(c1=O)SC(C)C2 (stereo unspecified) | -2.8% | 7.3% | -2.1% | -0.8% | 3.5% | -6.9% | -0.4% | 2.6% | 3.7 | 55
Cc1cc(C)n(-c2nc(C)nc3c2cnn3-c2ccccc2)n1 | -2.8% | 1.9% | 4.8% | 0.2% | 8.2% | 0.4% | x | 1.2% | 4.0 | 64
CC(CC1CC(C)(C)OC1=O)C(=O)Nc1nncs1 (stereo unspecified) | 0.0% | 8.4% | -1.5% | 0.4% | 9.4% | 1.1% | 0.0% | -0.3% | 1.4 | 80
COc1ccccc1-n1c(SCC(=O)Nc2nnc(C)s2)nc2c(c1=O)SCC2 | -0.8% | 12.8% | -0.5% | 1.2% | 8.1% | -3.4% | -0.1% | 1.1% | 1.5 | 52
NC(=O)/C(=C\c1ccccc1)NC(=O)/C=C/c1ccccc1 | 0.7% | 3.5% | 5.1% | 0.6% | 6.0% | 3.3% | -0.3% | 1.6% | -1.7 | 66
CCn1c(SCC(=O)N/N=C/c2ccccc2OCC(=O)O)nnc1-c1ccc(C)cc1 | -15.0% | 5.8% | -5.6% | 1.2%[50 µM] | 13.1% | 7.6% | 0.3% | 2.9% | -1.1 | 73

Quoted from the listing, 5 compounds:
SMILES | NS5 inhibitors | SV40 large T antigen | AID2073 | UTI89 phage lysis | MgcRacGAP inhibition | Siah-1 displacement | West Nile antiviral | RSV CPE inhibition | NTR1 agonist | NTR1 agonist cell count 20 µM | others
Cn1cc(/C=C(\NC(=O)c2ccccc2Cl)C(=O)N2CCOCC2)c2ccccc21 | -12.8% | 7.2% | -0.7% | 0.3% | 7.3% | -4.2% | 0.1% | 3.2% | -0.1 | 70
COc1cc(OC)cc(C(=O)OCC(=O)Nc2ccc(N3CCCCC3)cc2)c1 | -4.8% | 2.4% | 13.4% | 0.6% | 7.9% | 3.6% | 0.4% | 1.3% | -2.1 | 60
COCCNC(=S)NNc1ccccc1[N+](=O)[O-] | 0.7% | 19.1% | -0.9% | -1.2% | 5.8% | -5.5% | 0.7% | 0.9% | 1.1 | 94
CC1CN(c2ccc([N+](=O)[O-])nc2)CC(C)O1 (stereo unspecified) | -4.7% | 5.9% | -2.5% | -0.2% | 5.9% | 1.7% | 0.0% | 6.2% | -0.7 | 27
COc1ccc(C(C#N)Nc2ccccc2)cc1 (stereo unspecified) | x | 1.7% | 4.4% | x | x | -3.5% | 0.1% | -1.0% | -0.7 | 86

Later entries
SMILES | NS5 inhibitors | SV40 large T antigen | AID2073 | UTI89 phage lysis | MgcRacGAP inhibition | Siah-1 displacement | West Nile antiviral | RSV CPE inhibition | NTR1 agonist | NTR1 agonist cell count 20 µM | others
CCCCCCCCN1[C@@H](CC(=O)OC)c2cc(C(F)(F)F)ccc2S1(=O)=O | -2.0% | 3.6% | x | 0.9% | 6.9% | x | -0.8% | 8.1% | 6.0 | 87
COc1c(S(=O)(=O)N2CCN(C)CC2)ccc(Cl)c1Cl | -6.2% | -0.1% | 10.2% | 1.7% | 2.8% | -2.3% | -0.5% | 1.9% | -1.6 | 43
Nc1cnc(Nc2ccc(Br)cc2)nc1N | 6.5% | 22.3µM* | 0.4% | 1.4% | x | 0.9% | -0.7% | -0.2% | -2.0 | 80
Cc1cccc(N(C(=O)c2sc(C)nc2C)C(C(=O)NCC2CCCO2)c2ccccc2)c1 (stereo unspecified) | 0.8% | 3.0% | 4.4% | -0.2% | -3.1% | 0.0% | -0.7% | 1.7% | -0.2 | 44
Cc1ccc(C(=O)COC(=O)COc2ccccc2O)cc1C | 0.8% | x | x | 0.4%[50 µM] | 6.1% | x | x | x | -1.1 | 47
O=C(COC(=O)CNC(=O)c1ccccc1F)NCCC1=CCCCC1 | -2.2% | 11.7% | -0.6% | 1.3% | -5.7% | 9.6% | -0.3% | 1.2% | 3.4 | 56
CN(CC(=O)O/N=C(\N)c1ccc(Br)cc1)S(=O)(=O)c1ccccc1 | 1.3% | 5.8% | -5.7% | 1.6%[50 µM] | 12.3% | -3.4% | -0.7% | 0.8% | 4.1 | 59
O=c1ccc2cc(S(=O)(=O)N3CCN(c4ccccc4F)CC3)ccc2[nH]1 | -0.7% | 4.5% | 3.8% | -0.5% | 9.9% | 0.2% | -1.0% | 1.9% | 4.9 | 48
Cc1nc2oc3c(=O)[nH]cnc3c2c2c1COC(C)(C)C2 | -14.1% | 10.1% | 26.6% | 0.0% | 5.2% | 2.7% | 1.4% | 14.4% | 0.7 | 65
O=C(NC(=S)Nc1nc(-c2ccc([N+](=O)[O-])cc2)cs1)c1ccco1 | 3.9% | 7.7% | 9.0% | 0.1% | 5.7% | -1.0% | -0.4% | 2.2% | 8.5 | 43
O=c1c2c(nc(NCCO)n1CC1CCCCC1)-c1ccccc1CC21CCCC1 | -4.0% | -0.8% | 5.5% | 3.1% | 8.9% | -2.1% | 0.8% | 9.7% | 13.0 | 66
O=C(NCC1CCCO1)c1ccc(F)c2ccccc12 (stereo unspecified) | -6.2% | 0.9% | 6.9% | 0.4% | 9.2% | -1.5% | -0.1% | 4.8% | 1.0 | 62
O=C(NCc1ccccn1)C1CCCN(Cc2cnn(-c3ccccc3)c2-n2cccc2)C1 (stereo unspecified) | -5.6% | 7.7% | -1.4% | 0.7% | 15.0% | 0.8% | 0.1% | 0.4% | -0.5 | 28
CCOC(=O)c1sc(NC(=O)CN(CC(C)C)CC(C)C)c(C(=O)OCC)c1C | -5.5% | 0.3% | 3.1% | -0.1% | 7.6% | 3.6% | -0.7% | 6.1% | -2.5 | 104
NC(=O)C1CCN(c2nc(-c3ccccc3)nc3ccccc23)CC1 | -3.9% | -5.3% | 2.2% | 0.1% | 9.6% | 0.7% | -0.1% | 0.6% | -1.3 | 103
O=C(O)CC1NC(=O)N(c2ccc(Cl)cc2)C1=O (stereo unspecified) | -7.7% | 3.8% | 3.7% | 0.9% | -1.8% | 2.5% | 0.7% | -0.6% | -2.5 | 34
CC1CN(C(=O)COC(=O)CSc2ccc(C(N)=O)cc2[N+](=O)[O-])CC(C)O1 (stereo unspecified) | 2.9% | 14.0% | x | 0.7%[50 µM] | 0.4% | x | x | -0.6% | -1.4 | 57
COc1ccccc1C(=O)NCC(=O)NCCSc1ccc(Br)cc1 | -7.0% | x | x | -0.3%[50 µM] | 7.0% | x | x | 1.2% | 4.5 | 71
CC/C(=N\NC(=O)c1ccncc1)C12CC3CC(CC(C3)C1)C2 | 12.0% | 4.7% | -9.3% | 2.4% | 5.7% | 3.0% | 0.5% | 0.1% | 4.3 | 78
Cc1ccc(C)c(NC(=O)CCOc2ccccc2)c1 | 2.6% | 3.6% | 9.8% | 0.4%[50 µM] | 8.4% | -3.1% | -0.1% | 1.7% | x | x
COc1ccccc1Oc1ccc2c(c1)C(=O)N(c1ccc(C)cc1)C2=O | 4.2% | 8.9% | 17.9% | 0.9% | 8.1% | 2.6% | x | 2.1% | 0.9 | 47
CCN(CC(=O)Nc1c(F)cccc1F)C(=O)C1Cc2ccccc2CN1S(=O)(=O)CC (stereo unspecified) | -5.8% | 7.1% | x | 1.4%[50 µM] | 8.6% | x | x | -2.0% | 2.2 | 66
